HSF1 inh – HSF1 inhibition; actives 0.77% (n = 300,000); AID 2098; NIH3T3-HGL HSE-luciferase, MG132-induced, luminescence 8 h; stronger effect = lower value; activity change, negative = inhibition, % at 7.5 µM (by protocol);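 active = more than half of replicate wells show activity change below -50%, luminescence cut by over half; inconclusive = some wells, but at most half, below -50%; inactive = no replicate well below -50%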;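 note: luciferase reports HSF-1 transcriptional activity via heat shock element; 0% = median of DMSO wells and -100% = zero luminescence signal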
AI-2 QS modul – modulates the Vibrio harveyi AI-2 quorum sensing system | Vibrio harveyi JMH597 AI-2 luminescence/OD600 ratio, 9 h; stronger effect = lower value; strain lacks LuxN and CqsS sensors; 0 = neutral-control median | activity change, % at 7.5 µM | actives 0.4% (n = 300,000); in the data active = activity change below about -75%, passing the limit was not always enough; inconclusive = no clear call, values can overlap the other calls;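 note: luminescence divided by OD600 gain over 9 h not by final OD600 alone; inactives centre near 13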
DYRK1A inh – blocks rat Dyrk1A kinase activity. ADP-Glo luminescence, NFATc1 peptide. AID 504441. actives 0.43% (n = 310,000). inhibition, % at 12.5 µM; in the data active = inhibition above about 50%;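 note: plate controls were vehicle with enzyme for no effect and no enzyme for full effect; many of its hits are not listed in these tables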
GSK3B inh – inhibitors of human GSK3beta kinase. P49841. GST-GSK3beta kinase, ADP-Glo luminescence, 60 min; stronger effect = lower value. activity score (negative = inhibition), % at 10 µM. actives 0.038% (n = 300,000). AID 2097;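 active = more than half of replicate wells score below -50%, meaning over 50% inhibition versus plate controls; inconclusive = some replicates but at most half score below -50%; inactive = no replicate scores below -50%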;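 note: 0% = median DMSO wells and -100% = median GW8510 positive control wells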
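Assay system: GST-tagged human GSK3beta kinase, cell-free; Input: 1.6 ng GSK3beta; Medium: Tris/MgCl2 kinase buffer; Timing: 60 min enzyme reaction, room temperature; Signal: ADP-Glo luminescence quantifying ADP generated by kinase; Evaluation: score relative to plate controls; Benchmarks: DMSO neutral wells and GW8510 at 20 µM as positive.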
GSK3A inh – inhibitors of human GSK-3 alpha kinase | ADP-Glo luminescence, 60 min | inhibition, % at 10 µM | P49840 | actives 0.1% (n = 320,000);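 in the data active = inhibition above about 50%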;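 note: GST-tagged GSK-3 alpha with peptide substrate and 25 µM ATP; 0% = DMSO neutral wells and 100% = GW8510 positive control wells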
Target sequence (P49840 whole entry, looked up): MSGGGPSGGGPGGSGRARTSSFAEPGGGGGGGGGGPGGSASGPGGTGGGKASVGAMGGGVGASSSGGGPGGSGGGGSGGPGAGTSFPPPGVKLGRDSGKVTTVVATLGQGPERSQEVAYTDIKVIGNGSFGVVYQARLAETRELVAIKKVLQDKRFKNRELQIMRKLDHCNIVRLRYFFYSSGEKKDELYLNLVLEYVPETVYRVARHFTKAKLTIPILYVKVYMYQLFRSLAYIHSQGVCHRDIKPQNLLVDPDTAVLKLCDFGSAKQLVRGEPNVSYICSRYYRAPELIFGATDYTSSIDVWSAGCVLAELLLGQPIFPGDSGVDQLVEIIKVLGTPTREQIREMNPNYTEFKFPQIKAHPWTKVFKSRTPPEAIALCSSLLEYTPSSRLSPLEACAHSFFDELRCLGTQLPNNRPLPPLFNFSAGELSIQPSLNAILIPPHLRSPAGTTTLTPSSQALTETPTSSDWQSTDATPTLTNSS
PolyA inhibitor – yeast polyadenylation inhibition; AID 1875; actives 0.02% (n = 300,000); calls only at 12 µM; S. cerevisiae SKY197-pL101 polyadenylation reporter, beta-gal luminescence; efflux-impaired pdr1/pdr3 knockout yeast; score 100 = 6 SD above DMSO;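 active = lowest replicate activity score at least 50, where 100 means six control SD above control mean; inconclusive = lowest score under 50 but half or more replicates reach 50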;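 note: yeast exposed to compound for 9 h at 30 °C; higher score means more reporter readthrough which indicates perturbed polyadenylation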
Platelet DG rel – modulates dense granule release in human platelets; AID 1663; actives 0.22% (n = 300,000); inhibition, %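 (compounds screened at 7.5 µM in platelet-rich plasma)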; human platelet-rich plasma, SFLLRN dense granule ATP release, luminescence;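 active = mean replicate score, as percent of positive control, at or above 50; inconclusive = mean below 50 but at least one replicate at or above 50; inactive = mean and every replicate below 50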
HDAC3 inhib – inhibitors of human histone deacetylase 3; O15379; inhibition, % at 8.3 µM; actives 0.15% (n = 320,000); recombinant HDAC3, fluorogenic peptide/trypsin coupled, fluorescence; in the data active = inhibition above about 26%, passing the limit was not always enough; inconclusive = no clear call, values can overlap the other calls
Target sequence (O15379 whole entry, looked up): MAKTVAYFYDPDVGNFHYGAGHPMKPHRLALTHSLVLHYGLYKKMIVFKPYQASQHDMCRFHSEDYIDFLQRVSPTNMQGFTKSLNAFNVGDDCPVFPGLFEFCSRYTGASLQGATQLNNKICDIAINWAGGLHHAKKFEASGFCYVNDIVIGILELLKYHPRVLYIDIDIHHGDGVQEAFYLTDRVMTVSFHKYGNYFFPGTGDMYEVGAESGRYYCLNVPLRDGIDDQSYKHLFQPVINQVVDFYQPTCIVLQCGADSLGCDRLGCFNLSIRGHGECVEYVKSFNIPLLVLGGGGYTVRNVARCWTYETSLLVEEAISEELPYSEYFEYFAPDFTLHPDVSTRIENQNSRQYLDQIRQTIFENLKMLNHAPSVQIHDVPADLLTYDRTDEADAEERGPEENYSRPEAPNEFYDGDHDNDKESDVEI
HSP90 refold inh – HSP90 refolding inhibition in rabbit reticulocyte lysate. actives 0.91% (n = 290,000). luciferase refolding luminescence, 3 h. inhibition, % at 5.6 µM. AID 1789;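 active = inhibition above the screen-wide mean plus 3 SD, computed separately per campaign, cut at about 16% in these data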;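 note: 0% = DMSO wells and 100% = 60 µM geldanamycin wells; inhibitors lower the luminescence because luciferase stays unfolded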
HSF1 activator – increases HSF-1 driven luciferase reporter signal; NIH3T3-HGL HSF-1 luciferase reporter, MG132, 8 h; 100% = twice DMSO control signal; activation, % at 9 µM; actives 1.7% (n = 300,000); AID 504408;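 active = mean replicate activation of at least 50% with a set share of replicates each reaching 50%; inconclusive = only one of those two conditions met; inactive = mean below 50% and too few replicates reaching it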;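 note: 0% = median of the neutral control wells and 100% = twice that signal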
The depositor's hits bear a star; i = inactive; u = inconclusive; x = not tested or not shown.

#	SMILES	HSF1 inh	AI-2 QS modul	DYRK1A inh	GSK3B inh	GSK3A inh	PolyA inhibitor	Platelet DG rel	HDAC3 inhib	HSP90 refold inh	HSF1 activator
1	CCCc1cc(=O)oc2c(C)c(OC(C)C(=O)NCC(O)c3ccccc3)ccc12 (centres undefined)	4	24	8	6	-1	i	-1	-9	-6	0
2	O=C(Nc1nc(-c2ccncc2)cs1)C1c2ccccc2Oc2ccccc21	-3	25	2	3	0	i	2	-2	-1	8
3	CN1CCCC(n2nc(Cc3ccc(Cl)cc3)c3ccccc3c2=O)CC1 (centres undefined)	3	8	8	-5	5	i	-4	1	x	16
4	CCC(=O)N1CCc2cc(-c3csc(NC(=O)c4ccco4)n3)ccc21	18	-5	-8	2	0	i	4	3	4	-1
5	CCC(C)c1ccc(NS(=O)(=O)c2c(C)[nH]c(=O)[nH]c2=O)cc1 (centres undefined)	-1	-58	-3	3	-5	i	-1	3	-2	9
6	CCc1sc(C(=O)Nc2cccnc2)cc1Br	23	28	1	-1	0	i	-9	-3	-1	36
7	CCOC(=O)N1CCN(C(=O)COc2ccc3c(c2)C(=O)CC2(CCN(C(C)=O)CC2)O3)CC1	-6	-2	-9	-2	1	i	-1	-18	-4	-4
8	CCOC(=O)c1cnc2cc(-c3ccc(Br)cc3)nn2c1C	7	3	7	5	-1	i	16	-5	1	18
9	O=C(CCCN1C(=O)c2ccccc2C1=O)N1CCc2ccccc2C1	-9	23	3	0	0	i	9	5	5	-6
10	O=[N+]([O-])c1cc([N+](=O)[O-])c(Oc2c(F)cccc2F)cc1NN1CCCCC1	30	15	-3	0	-3	i	-4	3	-5	62*
11	Cc1ccc(S(=O)(=O)NCCC(=O)Nc2ccc(Cl)c(Cl)c2)cc1C	11	-22	9	5	0	i	-10	10	-3	2
12	COc1ccc(/C=N/NC(=O)c2ccc(Br)cc2)cc1CN1CCOCC1	-1	9	3	0	-3	i	-4	0	1	-4
13	Cc1ccc(Nc2nc3ccccc3[nH]2)nc1	24	-4	0	5	-1	i	6	-2	3	46
14	CC(C)n1c(O)c(N=Nc2ccc(Cl)c(C(=O)O)c2)c2ccccc21	10	20	4	1	-8	i	3	x	5	41
15	Cc1c(S(=O)(=O)c2ccccn2)c(N)n(Cc2cccc(Cl)c2)c1C	8	8	x	-5	x	i	10	x	3	24
16	Cc1ccc(-c2nnc(Nc3ccc(CC(N)=O)cc3)c3ccccc23)cc1S(=O)(=O)NCC1CCCO1 (centres undefined)	2	46	-4	1	-4	i	-5	x	2	8
17	COc1cccc(NS(=O)(=O)CC23CCC(CC2=O)C3(C)C)c1 (centres undefined)	0	13	2	1	1	i	2	4	-8	-16
18	N/C(=N\OC(=O)c1ccc(Cl)cc1Cl)c1ccccc1	u	4	0	-6	13	i	45	-2	16	-59
19	COC(=O)c1sccc1NC(=O)C1CC2CCC1C2 (centres undefined)	0	0	5	1	0	i	1	2	-1	-5
20	CC(C)C[C@@H](COc1ccccc1)N1CCN(C)CCC1=O	-1	26	-6	-1	-2	i	2	1	-4	-1
21	CCN(CC)c1ccc(NC(=O)c2ccccc2Br)cc1S(=O)(=O)Nc1ccccc1OC	-2	16	-1	-6	x	i	-12	x	-1	3
22	COc1ccc(/C=C(\C#N)C(=O)OCC(=O)Nc2c(C)cccc2C(C)C)cc1	0	18	1	0	2	i	4	-6	-1	8
23	COc1ccc2c(c1)-c1c(ssc1=S)C(C)(C)N2S(=O)(=O)c1ccc(C)cc1	-11	27	-1	1	-3	i	-4	0	-1	-14
24	Cc1ccc(N2C(=O)c3n[nH]c(C)c3C2c2ccccn2)cc1 (centres undefined)	5	42	1	-1	-5	i	-4	-2	8	-4
25	Cc1ccc2c(c1)=C(c1ccccc1)N(O)CC(=O)N=2	-2	16	-1	-5	0	i	-2	0	3	5
26	CN(CC(=O)NC1CCCc2ccccc21)S(=O)(=O)c1ccc2c(c1)c(=O)n(C)c(=O)n2C (centres undefined)	1	5	1	3	2	i	8	2	-4	-2
27	CC(=O)c1ccccc1OCCOCCOc1ccccc1C(C)=O	5	11	11	2	-4	i	3	3	-3	14
28	Cc1cccn2c(=O)c(/C=C(\C#N)S(=O)(=O)c3ccccc3)c(Oc3ccc(Cl)cc3)nc12	-6	14	-5	1	0	i	-15	-1	-1	8
29	CCCCN(CC)CCCNC(=O)c1cn(C)c(=O)c2c1c1ccccc1n2C	3	9	7	5	0	i	2	4	-4	-2
30	CCn1c(C)nc2cc(C(=O)N/N=C(\C)c3ccc(OC)cc3O)ccc21	-1	19	x	0	x	i	14	x	7	10
31	O=C(CN1CCCCC1)Nc1ccccc1	-7	14	3	0	-6	i	0	1	6	-20
32	COc1ccc(N2CCN(C(=O)C(CCSC)N=C3NS(=O)(=O)c4ccccc43)CC2)cc1 (centres undefined)	5	13	2	2	1	i	1	-2	-3	12
33	CC(C)N(C(=O)C[n+]1ccsc1N)c1ccccc1	-23	11	-1	-2	0	i	-1	4	3	-37
34	CC1=NN(C(=O)c2cccnc2)C(O)(C(F)(F)F)C1 (centres undefined)	-4	6	-2	-1	-3	i	-4	1	-2	-23
35	CCOC(=O)C1CCN(C(=O)COc2ccc3c(C)cc(=O)oc3c2)CC1	0	8	8	1	-2	i	4	x	x	9
36	CN(C)C(/C=C/Nc1ccccc1F)=C(C#N)C#N	-8	-11	5	-1	-1	i	-1	x	2	-10
37	Oc1ccccc1-c1n[nH]c(=S)n1Cc1ccco1	0	-3	-1	-2	-1	i	0	13	1	13
38	COc1ccc(OC)c(S(=O)(=O)Nc2ccc(CC(=O)O)cc2)c1	-3	10	-3	-1	-2	i	-1	-7	3	-5
39	CCCn1c(=O)c2sccc2n2c(CCCC(=O)NCc3ccco3)nnc12	0	15	-2	-1	-2	i	0	-1	1	-6
40	O=C(Nc1cccc(Cl)c1)NC1CC2CCC(C1)N2Cc1ccco1 (centres undefined)	-4	-1	-5	2	-1	i	-6	1	1	-3
41	CCCCN(C)CCNS(=O)(=O)c1ccc2c(c1)n(C)c(=O)c(=O)n2C	-16	15	3	0	-1	i	-2	3	-1	-30
42	Cc1cc(C)nc(SCc2cn3cc(Cl)ccc3n2)n1	42	35	-1	1	0	i	1	-1	-2	64*
43	COc1ccc(-c2nn(-c3ccccc3)cc2/C=N/NC(=O)c2cccc(S(=O)(=O)Nc3ccccc3OC)c2)cc1	21	8	-9	1	-1	i	1	-12	-6	u
44	CC(C)c1ccccc1OCCNC(=O)c1cncc(Br)c1	-1	18	4	1	-6	i	5	2	2	-1
45	COc1ccc(CCNC(=O)c2ccncc2)cc1OC	-2	25	-4	-1	0	i	2	5	5	7
46	Cc1cc(-c2csc(NC(=O)c3cccc(S(=O)(=O)N(C)C)c3)n2)c(C)n1-c1ccccc1	-9	18	2	2	0	i	1	-6	1	-8
47	O=C(Nc1ccc(F)cc1F)c1ccccc1NC(=O)C1CC=CCC1C(=O)O (centres undefined)	0	19	-12	3	-4	i	11	7	0	-6
48	Cc1noc(NC(=O)c2c(-c3c(Cl)cccc3Cl)noc2C)c1[N+](=O)[O-]	-2	11	x	4	-2	i	10	3	3	-1
49	O=C(NCCNC(=O)c1ccccn1)c1ccc(Cl)cc1	8	9	5	1	0	i	20	5	0	1
50	CC(C)C[C@H](NC(=O)[C@@H]1Cc2ccccc2CN1)C(=O)Nc1ccc(C(C)C)cc1	-26	3	-2	7	-1	i	-2	1	2	-38
51	Cc1cccc(CSc2nnc(-c3ccco3)n2C)c1	-8	-21	-1	3	1	i	2	-7	-5	16
52	Cc1ncc(CN2CCCC(C(=O)Nc3ccc(-c4cccc(F)c4)cc3)C2)cn1 (centres undefined)	1	-8	6	-27	0	i	-5	6	-1	2
53	O=c1[nH]nc(N/N=C/c2ccc(Cl)cc2Cl)c(=O)[nH]1	7	40	9	-3	-1	i	-1	-3	3	45
54	COc1ccc(/C(O)=C2/C(=O)C(=O)N(c3ncccn3)C2c2ccc(OC)cc2)cc1 (centres undefined)	-3	70	-1	0	4	i	-6	2	5	-1
55	C[n+]1cn(CC(O)COCc2ccccc2)c2ccccc21 (centres undefined)	-12	4	-5	3	1	i	1	-5	-4	8
56	COc1ccc(-n2c(SCC(=O)Nc3cccc(C(=O)O)c3)nnc2-c2ccco2)cc1	10	19	-3	0	-1	i	4	1	1	4

Remaining list, next part:
#	SMILES	HSF1 inh	AI-2 QS modul	DYRK1A inh	GSK3B inh	GSK3A inh	PolyA inhibitor	Platelet DG rel	HDAC3 inhib	HSP90 refold inh	HSF1 activator
57	Nc1cc(S(=O)(=O)Nc2ccc(Br)cc2)ccc1Cl	11	-76*	-1	-1	-4	i	-2	-2	0	6
58	c1ccc2sc(NN=C3CCCCCC3)nc2c1	9	19	62*	1	4	i	12	9	12	6
59	Cn1c(-c2ccc(Cl)cc2)cnc1NCc1cc2c(cc1[N+](=O)[O-])OCO2	-8	24	-7	-3	-2	i	0	0	6	-11
60	CCOc1ccc(N(CC(=O)N2CCN(C(=O)CN(c3ccc(OCC)cc3)S(C)(=O)=O)CC2)S(C)(=O)=O)cc1	-2	23	x	-2	-1	i	0	-4	-2	-11
61	Cc1ccc(S(=O)(=O)N(CC(=O)N2CCOCC2)c2ccc(Br)cc2)cc1	5	-6	11	2	-1	i	23	2	-1	-16
62	Cc1ccc(CNC(=O)C2CCCN(S(=O)(=O)c3c(C)n[nH]c3C)C2)cc1 (centres undefined)	-1	25	3	0	-2	i	0	0	4	3
63	Cc1cccc(NS(=O)(=O)c2ccc(C(=O)NCC(c3ccco3)N3CCCCC3)cc2)c1C (centres undefined)	4	23	5	7	-2	i	2	1	x	-8
64	O=C(Nc1cc2c3c(c1)CC(=O)N3CCC2)c1c(F)cccc1F	0	10	0	-23	0	i	6	7	x	6
65	O=C(COc1ccccc1)N(Cc1nnc(-c2ccccc2Cl)o1)C1CC1	6	10	2	0	-1	i	-20	-2	x	5
66	CCOc1ccc(CCNC(=O)Cn2nc(C)c3c(C)n(-c4ccccc4)nc3c2=O)cc1	-5	6	3	-8	-2	i	10	-1	4	0
67	COc1ccc(Nc2nccc(-c3ccc(C#N)cc3)n2)cc1	-4	-10	16	-4	5	i	0	-4	6	20
68	Cc1ccc(-n2nnc3c(=O)n(CC(=O)N4CCOCC4)cnc32)cc1	-5	17	-3	-1	0	i	18	x	-1	-6
69	CC(C)(C)c1cc(NC(=O)C2CCCO2)no1 (centres undefined)	4	12	-6	-1	-1	i	-2	-2	6	1
70	O=[N+]([O-])c1ccc(OCCO)nc1	0	19	-2	0	-2	i	20	-2	-1	4
71	CCCNC(=O)N1CCN(S(=O)(=O)c2ccc(C)cc2)CC1	-4	-7	0	-3	x	i	2	6	2	3

Assay outcomes as filed in PubChem BioAssay.

The list is partial; rates above refer to the full screens.
